IDE exosite inh: exo-site inhibitors of human IDE, primary screen, biochemical, fluorescence anisotropy, probe displacement. Insulin-degrading enzyme (Homo sapiens), P14735. purified IDE, FL-6b probe fluorescence polarization; hits give low values. 17,000 compounds, 6.3% hits. z-score at 20 µM;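 active = z-score of -3 or lower, meaning strong loss of probe binding signal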;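 also: His-tagged human IDE residues 42-1019 made in E. coli with 30 nM FL-6b probe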
Target sequence (P14735 42-1019 limits assumed): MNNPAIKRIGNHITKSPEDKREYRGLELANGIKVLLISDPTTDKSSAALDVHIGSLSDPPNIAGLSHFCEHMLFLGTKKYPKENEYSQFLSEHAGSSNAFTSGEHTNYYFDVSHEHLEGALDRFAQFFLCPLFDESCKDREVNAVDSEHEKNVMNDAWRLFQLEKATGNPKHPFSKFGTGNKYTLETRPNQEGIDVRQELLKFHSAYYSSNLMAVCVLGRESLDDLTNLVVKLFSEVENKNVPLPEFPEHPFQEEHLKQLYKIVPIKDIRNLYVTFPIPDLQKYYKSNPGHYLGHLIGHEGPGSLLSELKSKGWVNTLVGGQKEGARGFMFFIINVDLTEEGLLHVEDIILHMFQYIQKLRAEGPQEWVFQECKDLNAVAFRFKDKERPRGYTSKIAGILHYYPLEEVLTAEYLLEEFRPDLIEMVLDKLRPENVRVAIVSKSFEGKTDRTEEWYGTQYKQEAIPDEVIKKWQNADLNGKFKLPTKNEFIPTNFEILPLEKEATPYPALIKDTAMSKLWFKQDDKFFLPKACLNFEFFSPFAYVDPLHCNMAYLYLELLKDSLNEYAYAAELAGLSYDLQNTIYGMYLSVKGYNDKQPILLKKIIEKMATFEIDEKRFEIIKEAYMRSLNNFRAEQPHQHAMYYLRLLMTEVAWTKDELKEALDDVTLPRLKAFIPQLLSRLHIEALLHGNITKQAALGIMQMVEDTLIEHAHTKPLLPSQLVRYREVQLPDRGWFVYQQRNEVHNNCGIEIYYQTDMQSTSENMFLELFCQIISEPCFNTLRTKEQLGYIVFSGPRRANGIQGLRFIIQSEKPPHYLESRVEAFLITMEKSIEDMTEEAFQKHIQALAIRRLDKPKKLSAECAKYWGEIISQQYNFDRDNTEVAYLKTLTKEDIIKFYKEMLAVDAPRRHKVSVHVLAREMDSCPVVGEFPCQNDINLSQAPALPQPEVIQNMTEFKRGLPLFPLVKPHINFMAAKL
An asterisk follows results filed as active; & = joins results of further samples. Only part of the results is shown; count on the stated rates, not on these rows.

SMILES | IDE exosite inh
C[C@@H]1CN([C@@H](C)CO)C(=O)c2cc(NS(=O)(=O)c3ccccc3)ccc2O[C@@H](C)CCCCO[C@@H]1CN(C)C(=O)C1CCCCC1 | 0.062
CC(C)C#Cc1ccc([C@@H]2[C@H]3CN(C(=O)Cc4ccccc4)CC(=O)N3[C@H]2CO)cc1 | 0.53
CN(C)C(=O)c1ccc(-c2ccccc2[C@H]2[C@@H](C#N)N(C(=O)C3CC3)[C@H]2CO)cc1 | 1.3
COc1ccc2c3c([nH]c2c1)[C@@H](CO)N(C(=O)C1CCOCC1)CC31CCN(Cc2cccc(F)c2)CC1 | -0.84
C/C=C/c1ccc([C@H]2[C@@H](C#N)N(C(=O)c3cccnc3)[C@H]2CO)cc1 | -0.63
COc1ccc(S(=O)(=O)Nc2ccc3c(c2)C(=O)N([C@H](C)CO)C[C@H](C)[C@@H](CN(C)Cc2ccc(C(F)(F)F)cc2)OCCCC[C@H](C)O3)cc1 | 1.9
O=C(Nc1cccc(F)c1)N1CC(=O)N2[C@@H](CO)[C@H](c3ccc(-c4ccccc4F)cc3)[C@@H]2C1 | -0.94
COCC(=O)NC[C@@H]1[C@@H](c2ccc(C3=CCCC3)cc2)[C@H](CO)N1C(C)=O | 1.7
NCC[C@H]1CC[C@H](NS(=O)(=O)c2ccc(Cl)cc2)[C@@H](CO)O1 | 3
CCC(=O)NC[C@@H]1[C@@H](c2ccc(C3=CCCC3)cc2)[C@@H](CO)N1C(=O)C1CC1 | 2.3
O=C(c1ccncc1)N1CCCCN2[C@H](C1)[C@H](c1ccc(C#Cc3ccccn3)cc1)[C@@H]2CO | -2.2
Cc1noc(C)c1S(=O)(=O)Nc1ccc2c(c1)C(=O)N([C@H](C)CO)C[C@H](C)[C@@H](CN(C)Cc1ccc(C(=O)O)cc1)OCCCC[C@@H](C)O2 | 1.8
c1ncc(-c2ccc(C3[C@@H]4CN(Cc5cocn5)C[C@H]3N4)cc2)cn1 (stereo partly drawn) | 3.7
CN(C)C(=O)c1ccc(-c2ccc([C@@H]3[C@@H](CO)N4CCCCN(CCC(F)(F)F)C[C@H]34)cc2)cc1 | 1.2
COc1ccc(NC(=O)N2CC(=O)N3[C@H](CO)[C@@H](c4ccc(-c5ccc(C)cc5)cc4)[C@@H]3C2)cc1 | -1

Structural class, the compounds so far containing an aryl methoxy group.
SMILES | IDE exosite inh
COc1ccc2c3c([nH]c2c1)[C@@H](CO)N(C(=O)C1CCOCC1)CC31CCN(Cc2cccc(F)c2)CC1 | -0.84
COc1ccc(S(=O)(=O)Nc2ccc3c(c2)C(=O)N([C@H](C)CO)C[C@H](C)[C@@H](CN(C)Cc2ccc(C(F)(F)F)cc2)OCCCC[C@H](C)O3)cc1 | 1.9
COc1ccc(NC(=O)N2CC(=O)N3[C@H](CO)[C@@H](c4ccc(-c5ccc(C)cc5)cc4)[C@@H]3C2)cc1 | -1

Some of these compounds in order of their number in IDE exosite inh, largest number first:
SMILES | IDE exosite inh
CCC(=O)NC[C@@H]1[C@@H](c2ccc(C3=CCCC3)cc2)[C@@H](CO)N1C(=O)C1CC1 | 2.3
CN(C)C(=O)c1ccc(-c2ccccc2[C@H]2[C@@H](C#N)N(C(=O)C3CC3)[C@H]2CO)cc1 | 1.3
C/C=C/c1ccc([C@H]2[C@@H](C#N)N(C(=O)c3cccnc3)[C@H]2CO)cc1 | -0.63
COc1ccc2c3c([nH]c2c1)[C@@H](CO)N(C(=O)C1CCOCC1)CC31CCN(Cc2cccc(F)c2)CC1 | -0.84

Remaining list, next part.
SMILES | IDE exosite inh
C[C@@H]1CN([C@H](C)CO)C(=O)c2c(c3ccccc3n2C)-c2ccccc2CO[C@H]1CN(C)C | -0.54
CC(C)NC(=O)N1CC(=O)N2[C@H](CO)[C@@H](c3ccc(/C=C/c4ccccc4)cc3)[C@H]2C1 | -6.9*
O=C(C[C@@H]1CC[C@@H]2[C@H](COC[C@H](O)CN2CCC(F)(F)F)O1)NCC1CC1 | 1.2
N#Cc1ccc(-c2ccc([C@@H]3[C@H](CO)N4C(=O)CN(C(=O)C5CC5)C[C@@H]34)cc2)cc1 | -0.45
CN(C)C(=O)c1ccc(-c2ccc([C@H]3[C@@H](CO)N4CCCCN(S(C)(=O)=O)C[C@H]34)cc2)cc1 | 4.3
COCC#Cc1ccc([C@H]2[C@H]3CN(Cc4ccncc4)CCCCN3[C@H]2CO)cc1 | 2.8
CCCC#Cc1cnc2c(c1)C(=O)N([C@H](C)CO)C[C@H](C)[C@H](CN(C)C(=O)Nc1cc(F)ccc1F)O2 | -0.071
CC=Cc1ccc2n(c1=O)C[C@@H]1[C@@H](CO)[C@H](C(=O)NCCCN(C)C)N(Cc3cocn3)[C@H]21 (mixture of isomers) | 0.78
N#Cc1cccc(-c2ccc([C@H]3[C@@H](CO)N4CCCCN(S(=O)(=O)c5ccccc5)C[C@H]34)cc2)c1 | 4.3
COCc1cn(CC[C@@H]2CC[C@@H](NC(=O)Nc3c(C)noc3C)[C@@H](CO)O2)nn1 | -0.25
Cc1noc(C)c1NC(=O)N(C)C[C@@H]1OCc2cnnn2CCCC(=O)N([C@@H](C)CO)C[C@@H]1C | -0.61
COc1cccc(-c2ccc(C3[C@H]4CNC[C@@H]3N4Cc3nccs3)cc2)c1 (stereo partly drawn) | 0.9&0.067
COCC(=O)N1CC2(C1)CN(Cc1ccccc1F)[C@@H](CO)c1[nH]c3cc(OC)ccc3c12 | -1.6
CO[C@H](CN(C)S(=O)(=O)c1cccc(Cl)c1)[C@@H](C)CN(C(=O)Nc1ccccc1F)[C@H](C)CO | 0.2
CCC(=O)NC[C@H]1[C@H](c2ccc(-c3cccc(F)c3)cc2)[C@H](CO)N1C(=O)CC | 1.6
Cc1ccc(NC(=O)Nc2ccc3c(c2)C(=O)N(C)[C@@H]2CC[C@H](CC(=O)NCC(F)(F)F)O[C@@H]2CO3)cc1 | -1.1
COc1ccccc1C#Cc1ccc([C@@H]2[C@@H](CO)N3CCCCN(CCC(F)(F)F)C[C@@H]23)cc1 | -5.6*
N#C[C@@H]1[C@H](c2ccccc2-c2cccc(F)c2)[C@H](CO)N1C(=O)c1cccnc1 | -0.45
O=C(c1ccccn1)N1CC(=O)N2[C@H](C1)[C@H](c1ccc(-c3cccc(F)c3)cc1)[C@@H]2CO | 3.1
COc1ccccc1-c1cn(CC[C@H]2CC[C@@H](NC(=O)C3CCCCC3)[C@H](CO)O2)nn1 | -0.22
N#C[C@@H]1[C@@H](c2ccc(-c3cncnc3)cc2)[C@H](CO)N1C(=O)C1CCC1 | 4.7
C[C@H](CO)N1C[C@H](C)[C@@H](CN(C)C(=O)[C@H](Cc2ccccc2)N(C)C)OCc2ccccc2-c2c(n(C)c3ccccc23)C1=O | -0.8
CC(C)NC(=O)N1[C@H](CO)[C@@H](c2ccc(C#CC3CC3)cc2)[C@@H]1C#N | 5.7
COc1ccc(C#Cc2ccc([C@@H]3[C@H](CO)N4C(=O)CN(C(C)=O)C[C@@H]34)cc2)cc1 | 3.1
O=C(NC[C@@H]1N[C@@H](CO)[C@H]1c1ccc(-c2cccnc2)cc1)C1CCCC1 | 0.88
N#C[C@@H]1[C@H](c2ccc(C#CCC3CCCC3)cc2)[C@@H](CO)N1C(=O)c1ccccn1 | 1.2
O=C(C[C@@H]1CC[C@@H]2[C@H](COC[C@@H](O)CN2C(=O)c2cnccn2)O1)N1CCN(c2ccccc2)CC1 | 2.1
C[C@H](CO)N1C[C@H](C)[C@@H](CN(C)C(=O)CCC(F)(F)F)OCCCC[C@H](C)Oc2ccc(NC(=O)C3CCCCC3)cc2C1=O | -0.71
C/C=C/c1ccc([C@@H]2[C@@H](CO)N(C(C)=O)[C@@H]2CN(C)C(=O)c2ccccn2)cc1 | 5.4
COc1ccc(C(=O)Nc2ccc3c(c2)C(=O)N(C)[C@@H]2CC[C@@H](CC(=O)NCC4CC4)O[C@H]2CO3)cc1 | -0.53
C[C@H](O)C#Cc1ccc([C@@H]2[C@@H](CO)N3CCCCN(CC4CCOCC4)C[C@@H]23)cc1 | 0.27
CCS(=O)(=O)Nc1ccc2c(c1)C(=O)N(C)C[C@@H](OC)[C@H](C)CN(C(=O)c1ccc3c(c1)OCO3)[C@@H](C)CO2 | -1.2
C[C@H]1CN([C@@H](C)CO)C(=O)c2c(c3ccccc3n2C)-c2ccccc2CO[C@H]1CN(C)S(=O)(=O)c1ccccc1C#N | -0.18
CCCNC(=O)N1CC(=O)N2[C@@H](CO)[C@@H](c3ccc(C#Cc4cccc(F)c4)cc3)[C@@H]2C1 | 2.6
N#C[C@@H]1[C@H](c2ccccc2)[C@H](CO)N1C(=O)c1ccccc1F | -0.35
CC(C)CN(C[C@@H]1[C@@H](c2ccccc2)[C@H](CO)N1C(=O)C1CCC1)C(=O)C1CC1 | 5
Cc1noc(C)c1NC(=O)Nc1ccc2c(c1)C(=O)N([C@H](C)CO)C[C@H](C)[C@@H](CN(C)S(=O)(=O)c1cccs1)OCCCC[C@H](C)O2 | 1
O=C(Nc1ccccc1F)N1CCCCN2[C@H](CO)[C@@H](c3ccc(C4=CCCC4)cc3)[C@H]2C1 | 0.28
COCC(=O)N1CCCCN2[C@H](CO)[C@@H](c3ccc(-c4ccc(C)cc4)cc3)[C@H]2C1 | 3.2
COc1cccc(C#Cc2ccc([C@@H]3[C@H](CO)N4C(=O)CN(C(=O)C5CC5)C[C@@H]34)cc2)c1 | -6.3*
O=C(C[C@@H]1C[C@H]2c3cc(NS(=O)(=O)c4ccc(F)cc4)ccc3O[C@H]2[C@H](CO)O1)NCc1cccnc1 | 0.03
CN1C(=O)c2cc(NS(=O)(=O)c3ccccc3F)ccc2OC[C@@H]2O[C@@H](CC(=O)NC3Cc4ccccc4C3)CC[C@@H]21 | -1
COc1ccc2c3c(n(C)c2c1)[C@H](CO)N(C(=O)Cc1ccccn1)CC31CCN(C)CC1 | -0.95
O=C(C1CC1)N1CC2(C1)[C@H](c1ccccc1)[C@H](CO)N2S(=O)(=O)c1ccccc1 | -0.0056
Cc1ccc(S(=O)(=O)N(C)C[C@@H]2OCCCC[C@H](C)Oc3ccc(NC(=O)c4ccncc4)cc3C(=O)N([C@H](C)CO)C[C@@H]2C)cc1 | 1.6
CCC(=O)NC[C@H]1[C@@H](c2ccc(-c3cccc(F)c3)cc2)[C@@H](CO)N1C(=O)CC | 1.5
COc1ccc2c3c(n(C)c2c1)[C@H](CO)NCC31CCN(C(=O)Nc2ccc(F)cc2F)CC1 | 0.61
C/C=C/c1ccccc1[C@H]1[C@H](C#N)N(C(=O)CN2CCOCC2)[C@H]1CO | -0.62
CN(C)CC(=O)N1CCCCN2[C@H](C1)[C@H](c1ccc(-c3cccnc3)cc1)[C@@H]2CO | 1.6
OC[C@@H]1[C@@H](c2ccc(Br)cc2)[C@H]2CN(Cc3ccccn3)CCCCN12 | -0.4
COc1cccc(CN2[C@@H]3CNC[C@H]2[C@H]3c2ccc(-c3ccccc3OC)cc2)c1 | -3.4*
N#C[C@@H]1[C@H](c2ccc(C#Cc3ccccc3F)cc2)[C@H](CO)N1C(=O)C1CCOCC1 | -6.4*
O=C(Nc1cc(F)ccc1F)N1CCCCN2[C@H](CO)[C@H](c3ccc(-c4cccnc4)cc3)[C@@H]2C1 | 0.87
COc1ccc(NC(=O)N[C@@H]2CC[C@H](CCNC(=O)CN3CCOCC3)O[C@@H]2CO)cc1 | 0.99
Cn1cnc(CCNC(=O)C[C@@H]2CC[C@H]3[C@@H](COC[C@H](O)CN3C(=O)Nc3ccc(C(F)(F)F)cc3)O2)c1 | 2.5
CCS(=O)(=O)N1CCCCN2[C@H](CO)[C@@H](c3ccc(-c4ccc(C(=O)N(C)C)cc4)cc3)[C@H]2C1 | -1.2
O=C(C1CCC1)N1CC(=O)N2[C@@H](CO)[C@H](c3ccc(-c4ccccc4F)cc3)[C@@H]2C1 | -0.8
CC(C)(O)C#Cc1ccc([C@H]2[C@@H](CO)N3CCCCN(C(=O)c4ccc(F)cc4)C[C@H]23)cc1 | 1.4
O=C(C[C@H]1CC[C@@H]2[C@H](COC[C@@H](O)CN2C(=O)Nc2cccc(F)c2)O1)NCCCN1CCOCC1 | -0.1
CC(C)CC#Cc1ccc([C@@H]2[C@H]3CN(C(=O)c4ccccn4)CC(=O)N3[C@H]2CO)cc1 | 1.2

Three structures out of the list, arranged by count of non-hydrogen atoms, smallest number first:
SMILES | IDE exosite inh
N#C[C@@H]1[C@H](c2ccc(C#Cc3ccccc3F)cc2)[C@H](CO)N1C(=O)C1CCOCC1 | -6.4*
O=C(C[C@H]1CC[C@@H]2[C@H](COC[C@@H](O)CN2C(=O)Nc2cccc(F)c2)O1)NCCCN1CCOCC1 | -0.1
Cn1cnc(CCNC(=O)C[C@@H]2CC[C@H]3[C@@H](COC[C@H](O)CN3C(=O)Nc3ccc(C(F)(F)F)cc3)O2)c1 | 2.5

(list continues)
SMILES | IDE exosite inh
CN(C)CC(=O)N1[C@@H](C#N)[C@H](c2ccc(-c3ccccc3F)cc2)[C@@H]1CO | -4.5*
Cc1noc(C)c1S(=O)(=O)N(C)C[C@@H]1OCCCC[C@@H](C)Oc2ccc(NS(=O)(=O)c3cn(C)cn3)cc2C(=O)N([C@H](C)CO)C[C@@H]1C | -1.5
C[C@@H]1CCCCO[C@@H](CN(C)C(=O)Nc2ccc(C(F)(F)F)cc2)[C@@H](C)CN([C@H](C)CO)C(=O)c2cc(NS(=O)(=O)c3cn(C)cn3)ccc2O1 | -0.16
O=C(C1CCC1)N1CCCCN2[C@H](CO)[C@H](c3ccc(-c4ccncc4)cc3)[C@H]2C1 | -0.34
COc1cccc(CNC(=O)[C@@H]2[C@@H](CO)[C@@H]3Cn4c(ccc(-c5cncnc5)c4=O)[C@@H]3N2C)c1 | -0.64
CCC(=O)N1CC2(CCN(Cc3ccc(Cl)cc3)CC2)c2c(n(C)c3cc(OC)ccc23)[C@H]1CO | -1.2
OC[C@H]1[C@H](c2ccc(-c3ccccc3)cc2)[C@H]2CN(Cc3cncnc3)CCCCN21 | 0.9
CCCC(=O)Nc1ccc2c(c1)OC[C@@H](C)N(C(=O)c1cccnc1)C[C@H](C)[C@H](OC)CN(C)C2=O | -0.39
COc1cccc(-c2ccc(C3[C@@H]4CN(C(=O)c5ccc(F)cc5)C[C@H]3N4)cc2)c1 (stereo partly drawn) | 1.8
O=C(CC(F)(F)F)N1C[C@H]2[C@@H](c3ccccc31)[C@@H](CO)N2C(=O)C1CCCCC1 | 2.2
